# Screening results: PubChem BioAssay, Broad Institute
# Casp6 inh: inhibitors of human caspase-6; P55212; purified caspase-6, Z-VEID-R110 cleavage fluorescence; inhibition, % at 12.5 µM; 350,000 compounds, 0.53% hits;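 active = mean inhibition across replicates at least about 35%, with every replicate also reaching that limit, limit read from the data; inconclusive = only one of the two criteria met; inactive = neither criterion met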;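 also: 0% = median of neutral control wells and 100% = no fluorescence left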
# Target sequence (P55212 24-179 limits assumed): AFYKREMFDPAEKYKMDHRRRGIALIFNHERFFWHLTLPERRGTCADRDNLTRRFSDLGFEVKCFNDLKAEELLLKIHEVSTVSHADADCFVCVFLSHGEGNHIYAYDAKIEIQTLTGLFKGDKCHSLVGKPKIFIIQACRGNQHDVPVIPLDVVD
# Target sequence (P55212 194-293 limits assumed): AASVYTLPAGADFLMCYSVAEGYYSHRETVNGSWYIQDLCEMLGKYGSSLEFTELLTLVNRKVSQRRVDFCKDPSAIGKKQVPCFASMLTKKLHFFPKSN
# DENV2 CPE: protects cells from dengue virus 2 cytopathic effect. DENV2-infected cells, cytopathic effect rescue, plate reader. CPE inhibition, % at 9.99 µM. 350,000 compounds, 1.7% hits. AID 651640; in the data active = CPE inhibition above about 20%, passing the limit was not always enough; inconclusive = no clear call, values can overlap the other calls; tested in BHK-21 cells;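 also: 0% = median of neutral control wells and 100% = median of positive control wells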
# GSIS activator: GLuc luminescence reporter in INS-1E cells, primary screen for activators of glucose-dependent secretion of insulin; INS-1E GLuc reporter insulin secretion, 2-3 h; activation, % at 16.6 µM; 370,000 compounds, 0.61% hits; AID 743287;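 active = lowest replicate activation of at least 40%, so every replicate reaches that level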;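 also: 0% = median of neutral control wells and 100% = median of IBMX positive control wells; some compounds called inactive have numbers as strong as hits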
# Xi reactivation: activators of X-chromosome reactivation in mouse fibroblasts | XiGFP mouse fibroblasts, % GFP-positive cells imaging, 3 d; cells co-treated with 5-aza-dC sensitizer; scaled so ellipticine positive control = 100% | activation, % at 7.58 µM | 360,000 compounds, 0.055% hits | AID 743238;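 active = mean normalized replicate activation at least 10% and every replicate at or above 10%; inconclusive = only one of the two criteria met; inactive = mean below 10% and not all replicates reach 10%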;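 also: 0% = median of on-plate neutral control wells and 100% = ellipticine 6 µM median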
#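 System: XiGFP fibroblasts, SV40-immortalized. Medium: DMEM plus 5-aza-dC sensitizer. Doses: single point. Timing: 3 d treatment, 15 min room-temperature fixation. Control set: ellipticine 6 µM.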
# F508del corr: correctors of CFTR F508del function in bronchial epithelial cells. CFBE cells, YFP halide quenching; stimulated with forskolin plus potentiator P3; % fluorescence drop versus neutral controls. activity (quench increase), % at 7.58 µM. 350,000 compounds, 0.36% hits;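 active = mean added fluorescence quench of at least 8% versus neutral control, with both replicates also reaching 8%; inconclusive = only one of the mean or replicate conditions met; inactive = mean below 8% and not both replicates reaching 8%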;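 also: cells transiently co-express mutant CFTR-F508del with the halide-sensitive YFP; corrector assay measuring rescue of mutant channel to the surface after 24 h compound exposure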
# E-sel inducer: induces E-selectin expression in human endothelial cells | P16581 | HUVEC E-selectin immunofluorescence imaging; normalized: neutral wells 0, TNF-alpha wells 100 | activation, % at 7.58 µM | 260,000 compounds, 0.37% hits | AID 686992;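 active = mean E-selectin-positive cell signal at least 10% of the positive control, reached in at least 60% of replicates, without over 20% cell loss; inconclusive = no rule given, readout overlaps actives, possibly toxicity-flagged; inactive = the rest, including those meeting only one limit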;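 also: in these data hits start at about 27%; measured in HUVEC primary endothelial cells; signal is the percent of cells scored E-selectin positive by PE staining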
#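 Test system: HUVEC; input: 3,000 HUVEC/well; measured by: immunofluorescence imaging; read-out: % PE-positive cells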
# RAD52 inh: inhibitors of human RAD52 DNA annealing. inhibition, % at 18.7 µM. P43351. 360,000 compounds, 0.46% hits. recombinant RAD52 DNA annealing, FRET fluorescence;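 active = every replicate showing at least 50% inhibition; inconclusive = mean inhibition at least 50% but not in every replicate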
# RAD54 branch: inhibitors of human RAD54 branch migration | Q92698 | RAD54 Holliday junction branch migration, FAM/BHQ fluorescence | inhibition, % at 10.4 µM | 360,000 compounds, 0.14% hits | AID 602329;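 active = mean normalized replicate activity at least 40 and at least half of replicates scoring 40 or more; inconclusive = only one of the two criteria met; inactive = mean below 40 and under half of replicates reaching 40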;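 also: 0% = median of neutral control wells and 100% = median of positive control wells; inhibitors cause a drop in the FAM fluorescence signal; in these data hits start at about 50%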
# Target sequence (Q92698 whole entry, looked up): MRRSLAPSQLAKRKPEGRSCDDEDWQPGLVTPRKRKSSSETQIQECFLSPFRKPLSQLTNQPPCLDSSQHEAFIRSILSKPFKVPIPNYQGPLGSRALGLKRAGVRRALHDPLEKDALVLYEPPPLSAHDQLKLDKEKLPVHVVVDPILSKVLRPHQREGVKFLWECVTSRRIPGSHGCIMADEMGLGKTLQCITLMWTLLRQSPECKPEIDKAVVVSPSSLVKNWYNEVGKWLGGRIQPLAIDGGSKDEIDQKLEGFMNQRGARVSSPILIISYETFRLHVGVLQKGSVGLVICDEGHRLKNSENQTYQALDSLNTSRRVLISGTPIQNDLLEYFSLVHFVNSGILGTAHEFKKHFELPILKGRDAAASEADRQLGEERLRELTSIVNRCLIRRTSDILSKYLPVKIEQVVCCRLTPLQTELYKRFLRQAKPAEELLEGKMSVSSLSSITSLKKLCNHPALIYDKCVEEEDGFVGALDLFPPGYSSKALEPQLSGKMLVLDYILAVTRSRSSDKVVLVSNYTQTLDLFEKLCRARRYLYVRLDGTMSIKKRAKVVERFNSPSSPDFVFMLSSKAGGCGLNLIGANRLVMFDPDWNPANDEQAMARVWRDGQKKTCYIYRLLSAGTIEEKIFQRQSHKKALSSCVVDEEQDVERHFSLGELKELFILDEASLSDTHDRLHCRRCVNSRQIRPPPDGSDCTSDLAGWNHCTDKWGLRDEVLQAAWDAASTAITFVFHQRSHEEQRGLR
# Starred values were filed as active, the others as inactive; ? = inconclusive; nt = not tested or not shown; & = joins results of further samples. Random draw from the library, and some 3.7% of all compounds hit somewhere here.
SMILES,Casp6 inh,DENV2 CPE,GSIS activator,Xi reactivation,F508del corr,E-sel inducer,RAD52 inh,RAD54 branch
O=C(c1ccc(F)cc1)N1CCCCN2[C@H](CO)[C@H](c3ccc(/C=C/c4ccccc4)cc3)[C@@H]2C1,nt,nt,-19,0.1,0.4,-0.3,nt,-1
O=C(Nc1ccccc1F)N1C[C@H]2[C@@H](c3ccccc31)[C@@H](CO)N2C(=O)c1ccccn1,1,-8,3,0.3,9.7*,0.7,12,-1
C[C@H]1CCCCO[C@@H](CN(C)C(=O)Cc2ccccc2)[C@@H](C)CN([C@@H](C)CO)C(=O)c2cc(NC(=O)c3ccccc3)ccc2O1,1,-6,-44,0.0,-0.9,nt,10,5
O=C(c1cccc(S(=O)(=O)N2CCOCC2)c1)N(CCc1ccccc1)Cc1ccccc1,2,-1,-9,3.1,2.4,-0.1,-13,4
Cc1cc(C)c(C#N)c(Cl)n1,-4,3,14,0.0,-1.8,-1.7,-16,-3
COC(=O)c1ccc(CNC(=O)CSC(C)C(=O)Nc2cc(C)on2)cc1 (centres undefined),0,0,9,0.6,1.1,0.5,-11,-7
N#C/C(=C\c1c(F)cccc1Cl)c1nn(-c2ccccc2)c(-n2cccc2)c1C#N,-1,11,-5,-0.1,-3.8,-0.2,-6,-7
CO[C@H]1CN(C)C(=O)c2cc(NC(=O)Nc3ccccc3F)ccc2OC[C@H](C)N(C)C[C@H]1C,nt,1,0,0.2,-0.8,0.1,5,2
COc1ccc(N(CC(=O)Nc2ccccc2C(F)(F)F)C2=NC3CS(=O)(=O)CC3S2)cc1 (centres undefined),0,4,-21,0.2,3.6,-0.1,-6,-1
CCS(=O)(=O)Nc1ccc2c(c1)C(=O)N(C)C[C@H](OC)[C@H](C)CN(CCC(F)(F)F)[C@H](C)CO2,nt,-2,-5,0.1,-1.4,0.0,-8,0
O=C(NCc1nc2ccccc2[nH]1)C1=C[C@@H](C2CC2)C[C@@H](OCc2ccc(CO)cc2)O1,-4&-3,8&4,-21,0.0,0.1&0.8,-0.1,2&-40,-16&-2
O=C(C[C@@H]1C=C[C@@H](NC(=O)c2cccc(F)c2)[C@@H](CO)O1)NCc1ccccc1,3,16,1,0.4,1.0,-0.4,-6,-6
Cn1c2c(c(=O)n(C)c1=O)C(C(F)(F)F)(C(F)(F)F)N=C(CCC1CCCCC1)N2,1,11,-34,0.1,0.9,nt,2,-11
O=C(C1CCCC1)N1CC2(C1)[C@H](c1ccccc1)[C@@H](CO)N2C(=O)CC1CC1,3,-4,-3,0.0,0.2,0.0,-14,nt
CCCCN(CC(=O)NC(C)(C)C)C(=O)C(=O)Nc1ccc2c(c1)OCCO2,3,11,25,0.0,-2.6,-0.9,-6,4
NC(=O)c1ccccc1OC1CCC1,0,3,1,0.2,nt,nt,-1,4
CCn1cc(S(=O)(=O)Nc2ccc3c(c2)OCCO3)cn1,0,?,4,0.0,1.2,-0.1,0,nt
Cc1ccc(S(=O)(=O)NCCC(=O)N2CCC(C(N)=O)CC2)cc1C,-194,11,10,0.0,-0.3,-0.3,-4,7
O=C(CSc1cccc[n+]1[O-])Nc1ccc([N+](=O)[O-])cc1Cl,-2,14,0,0.0,-1.9,nt,-7,nt
Cc1ccc(C(=O)CCC(=O)Nc2cc(C)ccn2)cc1,-60,9,nt,0.4,1.2,5.6,-152,-2
CCOC(=O)C(=CNc1ccc(N2CCCCC2)c(S(=O)(=O)Nc2ccccc2OC)c1)C(=O)OCC,-1,-1,-5,0.1,-0.5,nt,-12,-5
Cc1cccc(C)c1NC(=O)CCCSc1nc2ccccc2s1,-3,6,1,0.3,nt,-0.2,-12,-8
CC[C@@]1(C(=O)OC)N[C@H](CN(C)C(=O)Nc2ccc(C)cc2)[C@@H]2C(=O)N(Cc3ccccc3)C(=O)[C@@H]21,0,9,-8,0.1,1.1,-1.5,-13,-7
O=S(=O)(c1ccc(Cl)nc1)N1CCCCC1,-3,-1,4,0.4,-2.8,nt,-10,-1
COc1ccc(C(=O)NCC(=O)Nc2ccc(-c3ccccc3)cc2)cc1,-2,0,11,-0.1,1.7,nt,-3,-6
COc1ccc(S(=O)(=O)Nc2ccc3c(c2)C(=O)N([C@@H](C)CO)C[C@@H](C)[C@@H](CN(C)S(C)(=O)=O)O3)cc1,0,-5,0,0.0,0.1,-3.5,14,-5
COCC#Cc1ccc([C@H]2[C@H](CO)N3CCCCN(Cc4cncnc4)C[C@@H]23)cc1,1,3,-1,0.1,-0.6,0.0,-1,-3
CC(C)NC(=O)CSc1nnc(CNC(=O)OC(C)(C)C)n1C,-1,-6,8,0.5,0.2,?,-7,nt
O=C(Nc1cc(Br)ccc1O)c1cc(-c2ccc3c(c2)OCO3)on1,3,3,2,-0.1,0.3,nt,-11,7
COC(=O)C(C)Nc1cccc(Br)c1 (centres undefined),-3,-3,8,0.0,-1.7,0.9,-8,-10

# Next part, overlapping the part above by 2 compounds.
SMILES,Casp6 inh,DENV2 CPE,GSIS activator,Xi reactivation,F508del corr,E-sel inducer,RAD52 inh,RAD54 branch
O=C(Nc1cc(Br)ccc1O)c1cc(-c2ccc3c(c2)OCO3)on1,3,3,2,-0.1,0.3,nt,-11,7
COC(=O)C(C)Nc1cccc(Br)c1 (centres undefined),-3,-3,8,0.0,-1.7,0.9,-8,-10
CC(=O)N1CCN(c2nc(-c3cccs3)nc3ccccc23)CC1,1,-3,41*,0.0,0.8,0.1,-13,nt
Cc1c(C(=O)N2CCCc3ccccc32)sc2nc(-c3ccccc3)cn12,-1,-5,nt,0.3,0.2,-0.5,-11,1
O=C(c1cccc(F)c1)N1CC2(C1)[C@H](c1ccccc1)[C@@H](CO)N2C(=O)C1CCC1,1,6,-4,0.2,6.5,-0.1,-35,nt
CC(=O)N1CCOc2ccc(S(=O)(=O)N3CCC(C(=O)Nc4ccccc4F)CC3)cc21,2,-5,11,0.0,0.8,1.3,-9,3
CN(C(=O)CSc1nnc(-c2ccc(F)cc2)n1C)C1CCS(=O)(=O)C1 (centres undefined),-1,1,-18,0.1,2.6,nt,-5,3
CCOc1ccc(CCNC(=O)COC(=O)c2ccc(F)c(S(=O)(=O)N3CCOCC3)c2)cc1OCC,0,1,28,0.0,2.4,-0.3,5,-1
O=CN1CCN(S(=O)(=O)c2ccc(Cl)c(C(=O)O)c2)CC1,1,-3,nt,0.2,-3.5,0.7,-12,nt
Cc1nc(C(C)NC(=O)CCc2nnc(CCCc3ccccc3)o2)c(C)s1 (centres undefined),-1,-2,13,-0.1,-0.9,nt,-8,-3
O=C(COC(=O)c1ccc(O)cc1O)Nc1nnc(-c2ccccc2)o1,1,-4,22,0.0,1.5,0.6,-9,-10
CCS(=O)(=O)N1CCCCN2[C@H](C1)[C@H](c1ccc(-c3ccccc3F)cc1)[C@@H]2CO,0,-5,-11,0.4,2.1,0.1,-23,-5
Nc1ncccc1OCc1cccc(C(F)(F)F)c1,-2,5,-3,0.0,-0.9,1.2,-16,nt
CCOc1ccccc1NC(=O)COC(=O)C(Cc1ccccc1)NC(=O)c1ccco1 (centres undefined),-1,2,-28,0.1,1.2,-1.0,-8,1
O=C(Nc1ccc(F)cc1F)Nc1ccc(F)cc1F,-4,nt,5,0.1,0.3,nt,5,nt
CC(NC(=O)/C=C/c1ccc(Br)cc1)c1ccc(Cl)cc1 (centres undefined),-1,3,7,0.0,-4.2,nt,-21,-8
C=CCc1cccc2cc(C(=O)N3CCN(c4ccccn4)CC3)c(=O)oc12,2,4,2,0.0,-0.7,nt,-10,nt
O=C(N/N=C/c1ccco1)c1csc2c1CCCC2,6,5,12,0.0,-2.2,nt,-12,nt
NC(=O)c1ccc(NC(=O)CCc2nc3ccccc3s2)cc1,5,-3,-2,0.1,-3.1,nt,-21,nt
COc1ccc(S(=O)(=O)n2cnc3ccccc32)cc1OC,62*,-1,nt,-0.2,nt,nt,-11,-4
C[C@H](CO)N1C[C@H](C)[C@@H](CN(C)C(=O)Nc2ccc3c(c2)OCO3)Oc2cc(C3=CCCC3)ccc2S1(=O)=O,-3,6,-6,0.0,1.2,-0.3,11,-3
CCC1(c2ccccc2)NC(=O)N(CC(=O)NNC(=O)CCN2CCN(c3ccccc3)CC2)C1=O (centres undefined),0,-1,16,0.8,-0.6,0.7,-8,3
COCCNC(=O)C1CCCN(C(=O)c2sc(-c3ccccc3)nc2C)CC1 (centres undefined),0,5,10,0.0,0.4,-0.2,2,1
CN(C)CC#Cc1ccc([C@@H]2[C@H](CO)N3CCCCN(C(=O)Nc4ccccc4F)C[C@@H]23)cc1,-2,?,1,-0.1,0.2,-0.5,32,0
COc1cccc(-c2c(-c3cc(OC)cc(OC)c3)n(C)c3ccc(-c4cnc(OC)nc4)cc23)c1,nt,nt,-15,0.0,1.4,0.9,nt,2
COc1ccc(C#Cc2ccc3c(c2)[C@@H]2[C@@H](CCN2S(=O)(=O)c2ccccc2C)[C@@H](CO)N3)cc1,-2,6,-28,0.2,-2.8,-0.6,-12,8
COc1ccc(NS(=O)(=O)c2cc(NC(=O)CCNC(C)=O)ccc2N2CCOCC2)cc1,2,-9,9,0.4,1.0,nt,-6,nt
O=S(=O)(Nc1cc(F)ccc1F)c1cccc2nonc12,29,1,-11,0.4,-0.8,0.0,-10,-26
O=C(CN1C(=O)NC2(CCCCC2)C1=O)N1CCN(S(=O)(=O)c2cccc([N+](=O)[O-])c2)CC1,1,?,-5,-0.1,-0.6,nt,-12,5
Cc1cccc(NC(=O)NNC(=O)c2ccc(C)c([N+](=O)[O-])c2)c1,-1,-3,-3,0.1,-0.4,0.1,-14,-8
CCc1nnc(NC(=O)c2ccc(S(=O)(=O)N3CCCCC3)cc2)s1,-1,1,-5,0.6,0.1,0.3,-17,-4
Clc1c2c(nc3ccccc13)CCC2,-1,-5,0,0.1,2.6,nt,-8,-5
CC1CCCN(S(=O)(=O)CCNC(=O)c2ccccc2)C1 (centres undefined),-2,-9,14,-0.1,1.2,nt,-12,10
Cc1cc(C)n(-c2ncc3c(n2)N(C)CCOC3=O)n1,2,6,14,-0.1,0.0,0.5,-14,nt
CC(C)(Cc1ccc(O)cc1)NC(=O)c1ccccc1,0,0,0,0.0,1.0,nt,-14,0

# Whole records from above. Values in the order: Casp6 inh, DENV2 CPE, GSIS activator, Xi reactivation, F508del corr, E-sel inducer, RAD52 inh, RAD54 branch
# `NC(=O)c1ccc(NC(=O)CCc2nc3ccccc3s2)cc1` in the list: 5, -3, -2, 0.1, -3.1, nt, -21, nt
# `O=C(N/N=C/c1ccco1)c1csc2c1CCCC2` in the list: 6, 5, 12, 0.0, -2.2, nt, -12, nt
# `CC1CCCN(S(=O)(=O)CCNC(=O)c2ccccc2)C1` (centres undefined) in the list: -2, -9, 14, -0.1, 1.2, nt, -12, 10
# `CN(C)CC#Cc1ccc([C@@H]2[C@H](CO)N3CCCCN(C(=O)Nc4ccccc4F)C[C@@H]23)cc1` in the list: -2, ?, 1, -0.1, 0.2, -0.5, 32, 0
